Screening results from PubChem BioAssay.
KCNK9 inh: KCNK9 potassium channel inhibitors, primary screen, HEK293 cells, thallium flux | 310,000 tested, 1.2% active | Potassium channel subfamily K member 9 (Homo sapiens), Q9NPC2 | B-score at 10 µM | FluxOR thallium flux fluorescence; stronger effect = lower value;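 active means ratio B-score over 3 SD below the library mean, with starting fluorescence within 5 SD of its mean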;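 further: negative B-score means less thallium flux so channel inhibition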
Target sequence (Q9NPC2 whole entry, looked up): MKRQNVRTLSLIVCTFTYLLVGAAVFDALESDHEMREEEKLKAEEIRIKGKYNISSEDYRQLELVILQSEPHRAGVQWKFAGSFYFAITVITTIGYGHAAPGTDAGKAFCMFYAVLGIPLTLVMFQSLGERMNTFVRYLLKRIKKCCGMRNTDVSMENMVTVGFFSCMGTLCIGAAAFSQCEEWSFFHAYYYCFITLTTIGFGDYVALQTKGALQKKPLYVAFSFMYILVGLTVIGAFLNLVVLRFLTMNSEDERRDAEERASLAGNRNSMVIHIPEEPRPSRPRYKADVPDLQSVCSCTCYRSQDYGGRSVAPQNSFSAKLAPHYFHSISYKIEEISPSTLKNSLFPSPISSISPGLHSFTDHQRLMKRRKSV
DYRK1A inh: rat Dyrk1A kinase inhibitors, primary screen, biochemical, single point, plate reader; ADP-Glo luminescence, NFATc1 peptide; inhibition, % at 12.5 µM; 310,000 tested, 0.43% active; AID 504441, 2011; in the data active means inhibition above about 50%;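 further: plate controls were vehicle with enzyme for no effect and no enzyme for full effect; many of its hits are not listed in these tables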
TRPC4 potent: positive allosteric modulators of TRPC4, primary screen, cell-based, mouse TRPC4beta, HEK293 mu-opioid, Fluo-4 calcium | DAMGO EC20, Fluo-4 Ca2+ flux; stronger effect = higher value | 310,000 tested, 0.42% active | B-score at 10 µM | AID 2227, 2009 | Short transient receptor potential channel 4 (Mus musculus), Q9QUQ5;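 active means B-score of calcium response area above 5 SD of library B-scores, with initial fluorescence ratio within 5 SD of library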;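 further: B-score of integrated fluorescence ratio over time as area under calcium response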
TRPC4 inh: inhibitors of mouse TRPC4 channel, primary screen, Fluo4 calcium, HEK293 TRPC4beta/mu-opioid cells | B-score at 10 µM | AID 2247, 2010 | Short transient receptor potential channel 4 (Mus musculus), Q9QUQ5 | 300,000 tested, 0.39% active | DAMGO-evoked Fluo4 calcium flux; stronger effect = lower value;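 active means B-score over 3 SD under the library average, no early fluorescence shift, positive overall ratio signal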
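material = TRPC4beta/mu-opioid receptor HEK293 cell line | probe or stimulus = sequential submaximal and maximal DAMGO stimulation | compound dosing = one concentration per compound | measured by = Fluo4 Ca2+ flux fluorescence | evaluation = integrated fluorescence ratio relative to baseline, converted to per-well B score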
PolyA inh: polyadenylation inhibitors in yeast reporter cells, primary screen, luminescence, S. cerevisiae | calls only at 12 µM | 300,000 tested, 0.02% active | S. cerevisiae SKY197-pL101 polyadenylation reporter, beta-gal luminescence; efflux-impaired pdr1/pdr3 knockout yeast; score 100 = 6 SD above DMSO;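 active means lowest replicate activity score at least 50, where 100 means six control SD above control mean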;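 further: yeast exposed to compound for 9 h at 30 °C; higher score means more reporter readthrough which indicates perturbed polyadenylation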
KCNQ1 act: potentiators or activators of KCNQ1 channel, primary screen, cell-based, thallium flux, high-throughput. CHO-K1 KCNQ1, thallium flux FluxOR fluorescence; stronger effect = higher value. B-score at 10 µM. 310,000 tested, 0.35% active;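 active means fluorescence ratio B-score, a plate-corrected score, at least three library SD, with initial intensity B-score within 5 SD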
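Assay system: stable KCNQ1 CHO-K1 line; medium: assay buffer, equal DMSO in all wells; timing: 90 min dye loading and 20 min compound exposure, both at room temperature; technique: kinetic FluxOR thallium fluorescence, 10-s 1-Hz baseline, 110-s post-stimulus read; read-out basis: B score of baseline-normalized fluorescence ratio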
TRPC4 act: activators of mouse TRPC4 channel, primary screen, Fluo4 calcium, HEK293 TRPC4beta/mu-opioid cells; Short transient receptor potential channel 4 (Mus musculus), Q9QUQ5; Fluo4 calcium fluorescence; stronger effect = higher value; B-score at 10 µM; 310,000 tested, 0.49% active;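 active means B-score above 5 SD of library B-scores, and initial fluorescence ratio not above library mean plus 5 SD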;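 further: positive B-score marks a calcium rise read as TRPC4 activation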
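Assay system – TRPC4beta and mu-opioid receptor HEK293 stable cells · Measured by – Fluo4 fluorescence, kinetic · Schedule – dye loading 45 min room temperature, 110 s kinetic read · Read-out – B-scored integrated calcium fluorescence ratio · Controls – buffer and maximal DAMGO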
KCNK3 block: human KCNK3 channel inhibitors, primary screen, CHO cells, FluxOR thallium flux, B-score. Potassium channel subfamily K member 3 (Homo sapiens), O14649. FluxOR fluorescence; stronger effect = lower value. B-score at 10 µM. 340,000 tested, 0.84% active. AID 602410, 2012;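 active means B-score under library mean minus 4 SD, starting fluorescence ratio at most library mean plus 5 SD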;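 further: more negative B-score means stronger inhibition of thallium flux through KCNK3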
Target sequence (O14649 whole entry, looked up): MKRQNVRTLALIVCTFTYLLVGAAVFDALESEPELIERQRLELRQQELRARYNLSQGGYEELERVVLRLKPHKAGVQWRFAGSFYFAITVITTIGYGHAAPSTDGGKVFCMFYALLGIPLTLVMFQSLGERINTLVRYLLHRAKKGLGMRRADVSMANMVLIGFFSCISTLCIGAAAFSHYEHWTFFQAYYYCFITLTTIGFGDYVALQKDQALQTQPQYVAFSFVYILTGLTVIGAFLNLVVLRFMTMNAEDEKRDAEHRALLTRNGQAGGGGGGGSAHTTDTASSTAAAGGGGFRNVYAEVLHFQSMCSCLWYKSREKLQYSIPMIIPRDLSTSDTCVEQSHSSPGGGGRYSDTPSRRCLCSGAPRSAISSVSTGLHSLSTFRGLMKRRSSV
Platelet DG rel: inhibitors of platelet dense granule secretion, primary screen, cell-based, MLPCN, human platelets | human platelet-rich plasma, SFLLRN dense granule ATP release, luminescence | inhibition, %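 (compounds screened at 7.5 µM in platelet-rich plasma)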 | 300,000 tested, 0.22% active;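 active means mean replicate score, as percent of positive control, at or above 50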
hERG protect: hERG rescue from dofetilide block, primary screen, cell-based, CHO-hERG, FluxOR thallium flux, dofetilide IC70; Voltage-gated inwardly rectifying potassium channel KCNH2 (Homo sapiens), Q12809; dofetilide IC70 present; activation (rescue from dofetilide block), less the hit threshold, % at 10 µM; 310,000 tested, 0.51% active; AID 1511, 2009;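 active means activation above the mean of controls blocked by dofetilide plus 5 SD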;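 further: thallium influx through hERG after potassium depolarization seen as dye fluorescence rise; in these data hits start at about 4.7%; inactives centre near -7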
KCNQ1 block: inhibitors of human KCNQ1 channel, primary screen, cell-based, thallium flux, high-throughput. 310,000 tested, 1.3% active. CHO-K1 KCNQ1, FluxOR thallium flux fluorescence; stronger effect = higher value. B-score at 10 µM. AID 2642, 2010;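 active means compounds whose thallium flux B-score, printed positive for inhibition, exceeds three library SD while starting fluorescence stays within three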;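 further: channel opened by potassium depolarization with thallium stimulus after 20 min compound exposure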
Starred values were filed as active, the others as inactive; i = inactive; . = no result given. Some of the compounds tested, so the mix of outcomes need not match the whole.

SMILES | KCNK9 inh | DYRK1A inh | TRPC4 potent | TRPC4 inh | PolyA inh | KCNQ1 act | TRPC4 act | KCNK3 block | Platelet DG rel | hERG protect | KCNQ1 block
COc1ccc(-c2oc3ncn4nc(Cc5ccccc5)nc4c3c2-c2ccc(OC)cc2)cc1 | i | -3 | i | i | i | i | i | i | 10 | -9 | i
CCOc1ccc(OCC)c(NC(=O)C2CCN(c3nn4c(=O)cc(C)nc4s3)CC2)c1 | i | 4 | i | i | i | i | i | i | 12 | -12 | i
CC(c1ccon1)N(C)Cc1c(C(=O)N(C)Cc2ccccc2)nc2ccccn12 (configuration not stated) | i | -7 | i | i | . | i | i | i | 0 | -16 | i
CCCCCCOc1ccc(/C=N/NC(=O)C2CC2)cc1 | i | 10 | i | i | . | i | i | i | . | -9 | i
Cc1ccccc1CNC(=O)C1CCCN(c2nnc(C)c3c(C)n(-c4ccccc4)nc23)C1 (configuration not stated) | i | 4 | i | i | i | i | i | i | -5 | -11 | i
c1ccc(CCn2nnnc2CN2CCN(C3CCCC3)CC2)cc1 | i | -3 | i | i | i | i | i | i | -3 | -4 | i
COc1ccccc1N1CCN(C(=O)Oc2ccccc2)CC1 | i | -6 | i | i | i | i | i | i | 4 | -5 | i
Cc1noc(NS(=O)(=O)c2ccc(NC(=O)CSc3nc4c(cc3C#N)CCCCC4)cc2)c1C | i | -3 | i | i | i | i | i | i | -4 | -1 | i
Cc1ccccc1-n1c(SCC(=O)Nc2ccccc2Cl)nc2n[nH]c(C)c2c1=N | i | . | i | i | i | i | i | i | 12 | -7 | i
C=CCNC(=O)/C(=C\c1ccc(OC)cc1)NC(=O)c1ccc([N+](=O)[O-])cc1 | i | -2 | i | i | i | i | i | i | 1 | -6 | i
COc1ccc(C2/C=C\CN(S(=O)(=O)c3ccc(C)cc3)[C@H](Cc3ccccc3)C(=O)N2Cc2ccc(F)cc2)cc1 (some centres not stated) | i | -8 | i | i | i | i | i | i | 2 | -6 | i
CCOc1cc(C(=O)N[C@@H](C)C(=O)N2CCC3(CC2)NCCc2[nH]cnc23)cc(OCC)c1OCC | i | 1 | i | i | i | i | i | i | -1 | -9 | i
CC(=O)c1cccc(NC(=O)C2C3C=CC(C4CC34)C2C(=O)O)c1 (configuration not stated) | i | 2 | i | i | i | i | i | i | -1 | -4 | i
CN(C)CCNC(=O)/C(=C/c1ccc(-c2cccc([N+](=O)[O-])c2)o1)NC(=O)c1ccccc1 | i | 10 | i | i | i | i | i | i | 9 | -6 | i
CCCc1cc(NCCCN(C)C)n2c(nc3ccccc32)c1C#N | i | 1 | i | i | i | i | i | i | -1 | -10 | i
COC(=O)c1sc(N2CCN(Cc3ccccc3)CC2)nc1N | i | -5 | i | i | i | i | i | i | 9 | -8 | i
Cc1cc(=O)[nH]c(Nc2cccc(Cl)c2C)n1 | i | 3 | i | i | i | i | i | i | 3 | -7 | i
O=C(Cn1c(=O)c2c3c(sc2n(Cc2ccccc2)c1=O)CCCC3)NCCO | i | 4 | i | i | i | i | i | i | 1 | -7 | i
O=C(NCc1ccco1)c1ccc(NC(=O)C2COc3ccccc3O2)cc1 (configuration not stated) | i | 4 | i | i | i | i | i | i | 4 | -4 | i
COc1cc(CC(=O)OCC(=O)Nc2ncc(Cl)cc2Cl)cc(OC)c1OC | i | -7 | i | i | i | i | i | i | -3 | -8 | i

Five compounds drawn at random from those above:
SMILES | KCNK9 inh | DYRK1A inh | TRPC4 potent | TRPC4 inh | PolyA inh | KCNQ1 act | TRPC4 act | KCNK3 block | Platelet DG rel | hERG protect | KCNQ1 block
Cc1noc(NS(=O)(=O)c2ccc(NC(=O)CSc3nc4c(cc3C#N)CCCCC4)cc2)c1C | i | -3 | i | i | i | i | i | i | -4 | -1 | i
CN(C)CCNC(=O)/C(=C/c1ccc(-c2cccc([N+](=O)[O-])c2)o1)NC(=O)c1ccccc1 | i | 10 | i | i | i | i | i | i | 9 | -6 | i
COc1ccc(C2/C=C\CN(S(=O)(=O)c3ccc(C)cc3)[C@H](Cc3ccccc3)C(=O)N2Cc2ccc(F)cc2)cc1 (some centres not stated) | i | -8 | i | i | i | i | i | i | 2 | -6 | i
C=CCNC(=O)/C(=C\c1ccc(OC)cc1)NC(=O)c1ccc([N+](=O)[O-])cc1 | i | -2 | i | i | i | i | i | i | 1 | -6 | i
Cc1ccccc1CNC(=O)C1CCCN(c2nnc(C)c3c(C)n(-c4ccccc4)nc23)C1 (configuration not stated) | i | 4 | i | i | i | i | i | i | -5 | -11 | i

The list continues.
SMILES | KCNK9 inh | DYRK1A inh | TRPC4 potent | TRPC4 inh | PolyA inh | KCNQ1 act | TRPC4 act | KCNK3 block | Platelet DG rel | hERG protect | KCNQ1 block
CC(=O)Nc1ccc(NC=C(C#N)C#N)cc1 | i | -6 | i | i | i | i | i | i | -6 | -10 | i
CC(=O)/C(=N\Nc1ccccc1Cl)Sc1nnc(-c2ccccc2)n1-c1ccccc1 | i | 8 | i | i | i | i | i | i | 15 | -8 | i
COc1ccc(NC(=O)C2CCCCN2S(=O)(=O)c2ccc(F)cc2)c(OC)c1 (configuration not stated) | i | 4 | i | i | i | i | i | i | 1 | -13 | i
CC(OC(=O)Cc1n[nH]c(=O)c2ccccc12)C(=O)Nc1cccc([N+](=O)[O-])c1 (configuration not stated) | i | . | 11* | i | i | i | i | i | 0 | -7 | i
CSCCC(NS(=O)(=O)c1cccs1)C(=O)NCc1ccc(C)cc1 (configuration not stated) | i | 0 | i | i | i | i | i | i | -3 | -10 | i
CN(C(=O)CSc1nnc(Nc2ccccc2)s1)C1CCS(=O)(=O)C1 (configuration not stated) | i | -2 | i | i | i | i | i | i | 0 | -10 | i
COc1ccc(CC(=O)Nc2ccc(/C(C)=N/NC(=O)c3cccc([N+](=O)[O-])c3)cc2)cc1 | i | -6 | i | i | i | i | i | i | . | -1 | i
CC1CCCN(Cc2nc3c(c(=O)n(C)c(=O)n3C)n2CCc2ccccc2)C1 (configuration not stated) | i | -3 | i | i | i | i | i | i | 2 | -6 | i
COC(=O)c1ccccc1NC(=O)CNc1cc(OC)c(OC)cc1C | i | 2 | i | i | i | i | i | i | 1 | -23 | i
Cc1cccc(C(=O)Nc2nnc(S(=O)(=O)N3CCC(C)CC3)s2)c1 | i | -3 | i | i | i | i | i | i | 3 | -5 | i
COc1cccc(-n2nc(-c3ccnn3-c3cccc(Cl)c3)c(=O)n(C)c2=O)c1 | i | -5 | i | i | i | i | i | i | 3 | -15 | i
CN1C(=O)C(O)(CC(=O)/C=C\c2ccc3c(c2)OCO3)c2ccccc21 (configuration not stated) | i | -1 | i | i | . | i | i | i | 7 | -8 | i
C(=N\N1CCN(c2ccccn2)CC1)/c1ccco1 | i | 2 | i | i | i | i | i | i | 4 | -5 | i
Cc1cc(C)nc(N/N=C/c2ccco2)n1 | i | 0 | i | i | i | i | i | i | -8 | -6 | i
O=C(CCS(=O)(=O)c1cccc2nonc12)N1CCN(c2ccc(F)cc2)CC1 | i | 3 | i | i | i | i | i | i | -2 | -10 | i
CC[n+]1c(C)n(C)c2cc(S(=O)(=O)N(C)C)ccc21 | i | -4 | i | i | i | i | i | i | 3 | 0 | i
N/C(=N\OC(=O)CSc1ccccc1)c1ccc([N+](=O)[O-])cc1 | i | 0 | i | i | . | i | i | i | 9 | -4 | i
O=C(NCCc1ccncc1)C(F)(F)F | i | 11 | i | i | i | i | i | i | 0 | -2 | i
O=C(CCCOc1ccccc1)Nc1ccncc1 | i | 7 | i | i | i | i | i | i | 0 | -4 | i
C/C(=N\Nc1nc(C)cc(-c2ccccc2)n1)c1ccc(O)cc1 | i | 8 | i | i | i | i | i | i | -1 | -6 | i
COc1ccc(C(=O)Cc2cc3ccccc3oc2=O)cc1 | i | -2 | i | i | i | i | i | i | 2 | -10 | i
COCCn1cc(C(=S)N2CCOCC2)c2ccccc21 | i | 4 | i | i | i | i | i | i | -1 | -9 | i
Cc1ccc(NC(=O)CN(C)CC(=O)Nc2ccc(N3CCOCC3)cc2)c(C)c1 | i | 0 | i | i | i | i | i | i | -1 | -7 | i
COc1ccc(CN2CCOCCOCCN(Cc3ccc(OC)cc3)CCOCCOCC2)cc1 | i | . | i | i | i | i | i | i | 9 | -13 | i
CCOC(=O)N1CCC(NC(=O)Cn2cccc2C(=O)c2ccccc2C)CC1 | i | -2 | i | i | i | i | i | i | -3 | -6 | i
COc1ccc(N(C(=O)COc2cccc(C)c2)S(=O)(=O)c2ccc(C)cc2)cc1 | i | -1 | i | i | i | i | i | i | 12 | -4 | i
CCn1c2ccccc2c2cc(/C=N/n3cn[nH]c3=S)ccc21 | i | 19 | i | i | i | i | i | i | 5 | -15 | i
Nc1nc(SCC(=O)c2cc3ccccc3o2)n[nH]1 | i | 2 | i | i | i | i | i | i | -6 | -8 | i
Cc1cc(SCc2ccc([N+](=O)[O-])cc2)nc(=O)[nH]1 | i | -5 | i | i | i | i | i | i | -18 | -9 | i
CCc1ccc(S(=O)(=O)N(C(=O)c2ccncc2)c2ccc(OC(=O)c3ccncc3)cc2)cc1 | i | 5 | i | i | i | i | i | i | -7 | -10 | i
CCOC(=O)C1=C(COC(=O)/C=C/c2ccc(Cl)cc2)NC(=O)NC1C (configuration not stated) | i | -5 | i | i | i | i | i | i | 45 | -13 | i
Cc1ccc(NC(=O)CCNC(=O)c2ccc(Br)cc2)nc1 | i | 1 | i | i | i | i | i | i | -5 | -4 | i
Cc1ccc(S(N)(=O)=O)cc1NC(=O)/C=C/c1ccc2c(c1)OCO2 | i | 8 | i | i | i | i | i | i | 2 | -12 | i
CC(c1ccccc1)N1CCn2c(nc3cc(NC(=O)NC4CCCCC4)ccc32)C1 (configuration not stated) | i | -3 | i | i | i | i | i | i | 0 | -11 | i
